TbREL1 primary: TbREL1 RNA ligase inhibitors, primary screen, biochemical, FRET fluorescence. RNA-editing ligase 1, mitochondrial (Trypanosoma brucei brucei), P86926. TbREL1 RNA ligation. inhibition, % at 9.66 µM. hit rate 0.49% among 89,000. AID 1117264, 2014;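 active = inhibition above the mean inhibition across all screened compounds plus 3 SD, cut at about 11% in these data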;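 also: 0% = plate median of test wells and 100% = NSC42067 control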
Target sequence (P86926 whole entry, looked up): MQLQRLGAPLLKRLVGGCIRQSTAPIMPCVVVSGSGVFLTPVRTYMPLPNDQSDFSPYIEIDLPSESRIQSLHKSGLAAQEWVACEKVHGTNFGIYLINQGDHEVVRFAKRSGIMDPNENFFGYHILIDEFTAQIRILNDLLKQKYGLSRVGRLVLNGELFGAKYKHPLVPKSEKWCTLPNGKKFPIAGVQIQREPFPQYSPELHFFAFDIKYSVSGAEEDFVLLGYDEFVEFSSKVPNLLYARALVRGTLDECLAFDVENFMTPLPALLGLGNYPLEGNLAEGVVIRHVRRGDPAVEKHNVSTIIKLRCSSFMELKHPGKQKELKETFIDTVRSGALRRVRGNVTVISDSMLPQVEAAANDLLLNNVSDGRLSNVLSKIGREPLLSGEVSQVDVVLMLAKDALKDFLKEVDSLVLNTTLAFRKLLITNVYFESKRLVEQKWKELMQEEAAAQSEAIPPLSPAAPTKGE
* marks the source's active call; other numbers are inactive results. A portion of the library (hit frequency here may not be typical).

O=C(CN1C(=O)/C(=C\c2ccc(F)cc2)Oc2ccccc21)N1CCN(c2ccccn2)CC1 was read as TbREL1 primary -1.
For O=C1NCCCC1C(=O)N/N=C/c1cccc(Cl)c1 (stereo not drawn) the results were TbREL1 primary 2.
`CC(C)[C@H](N)C(=O)NC[C@H]1O[C@@H](n2cnc3c(N)ncnc32)[C@H](O)[C@@H]1O` gave TbREL1 primary 6.
CC1=C/C(=N\NC(=S)NCCc2ccccc2)CC(C)(C)C1 was read as TbREL1 primary 8.
`CCCNC(=O)c1ccc(N2CCC3(CC2)CC(c2ccccc2)=NO3)c([N+](=O)[O-])c1` gave TbREL1 primary 1.
Screening CCCCP(=O)(c1ccccn1)c1ccccn1 returned TbREL1 primary -2.
Cc1cc(Cl)ccc1NC(=S)NCCC(c1ccccc1)c1ccccc1 was read as TbREL1 primary -6.
For CCOC1=C2[C@H](c3ccccc3)N(S(=O)(=O)c3ccc(C)cc3)[C@H](C(C)C)[C@H]2n2c(=O)n(-c3ccccc3)c(=O)n2C1 the results were TbREL1 primary -1.
Cc1ccc(C)c(-n2c(-c3ccncc3)n[nH]c2=S)c1 was read as TbREL1 primary -3.
For Brc1ccc(CSc2ccc3nnc(-c4cccnc4)n3n2)cc1 the results were TbREL1 primary 0.
`O=C(Nc1nnc(-c2ccccc2F)s1)C1CCN(S(=O)(=O)c2ccc(Cl)cc2)CC1` gave TbREL1 primary 7.
For O=C(COc1ccc(/C=N/NC(=O)c2ccncc2)cc1)Nc1cccc([N+](=O)[O-])c1 the results were TbREL1 primary 0.
For COc1ccccc1CN(C)CC(=O)Nc1ccc(Cl)cc1F the results were TbREL1 primary 1.
`C/C(CCCO)=N/Nc1ccc([N+](=O)[O-])cc1[N+](=O)[O-]` gave TbREL1 primary 7.
`CC(C)c1[nH]c(=O)c(C#N)c2c1CSC(C)(C)C2` gave TbREL1 primary 2.
`O=C(OCc1nc2ccc(Cl)cc2n1CCO)c1ccc2c(c1)OCO2` gave TbREL1 primary -5.
For Cc1nc2cc(N3CCOCC3)c(NC(=O)C3CC3)cc2c(=O)n1Cc1ccccc1 the results were TbREL1 primary 0.
COc1ccc(NC(=O)C2(C)CCN2C)cc1OC (stereo not drawn) was read as TbREL1 primary 2.
Screening C=CCN(CC=C)CC(O)CN(c1cc([N+](=O)[O-])ccc1OC)S(=O)(=O)c1ccccc1 (stereo not drawn) returned TbREL1 primary -4.
For Cc1noc(C)c1S(=O)(=O)N1CCCC(C(=O)Nc2cccnc2)C1 (stereo not drawn) the results were TbREL1 primary -3.
O=C(COC(=O)/C=C/c1ccc(S(=O)(=O)N2CCOCC2)cc1)NCc1ccc(Cl)cc1 was read as TbREL1 primary 0.
`Cc1cccc(NC(=O)C2CCN(S(=O)(=O)c3cccc4cccnc34)CC2)c1` gave TbREL1 primary 1.
For CCN(CC(=O)Nc1ccc(NC(C)=O)cc1)C(=O)Cc1ccc(Cl)c(Cl)c1 the results were TbREL1 primary -2.
Screening CC(C)(C)c1ccc(-c2nnc3sc(-c4ccncc4)nn23)cc1 returned TbREL1 primary -2.
`COc1ccccc1C(=O)OCC(=O)Nc1ccccc1OC(F)F` gave TbREL1 primary -2.
For CN(C)c1cccc(C(=O)N2CCCC(C(=O)c3cc(F)ccc3F)C2)c1 (stereo not drawn) the results were TbREL1 primary -1.
CCc1ccc(CN(C(=O)c2cccs2)C2CCS(=O)(=O)C2)cc1 (stereo not drawn) was read as TbREL1 primary -2.
`COc1ccc(S(=O)(=O)N2CCN(c3ccccc3OC)CC2)cc1C(=O)N1CCCCC1` gave TbREL1 primary -3.
`CC1(C(=O)O)C=CC2(CCCCC2)N1C(=O)c1ccccc1` (stereo not drawn) gave TbREL1 primary -1.
`O=C(NC(=O)c1cnccc1C(F)(F)F)Nc1ccccc1` gave TbREL1 primary 3.
For O=C(O)c1cc(-c2ccc(O)cc2)on1 the results were TbREL1 primary 0.
For CCCCc1ccc(-c2ccc(Br)cc2O)nc1 the results were TbREL1 primary 4.
Screening CCOc1ccc(CN2CCN(Cc3cccn3-c3ncccn3)CC2CCO)cc1 (stereo not drawn) returned TbREL1 primary -1.
N#Cc1nc(-c2ccc(F)cc2)oc1NCc1cccc2c1OCO2 was read as TbREL1 primary 8.
Cc1cc(OCC(=O)NNC(=S)NCC2CCCO2)cc(C)c1Cl (stereo not drawn) was read as TbREL1 primary -8.
Screening CCOC(=O)c1c(C)c2c(n1C)CCC/C2=N\O returned TbREL1 primary -1.
Screening Cn1c(=O)n(C)c2cc(S(=O)(=O)N3CCOCC3)ccc21 returned TbREL1 primary -2.
`Cc1cc(C)c(C(=O)Nc2ccc(Br)c(C(F)(F)F)c2)c(C)c1` gave TbREL1 primary 6.
`COc1ccc2c(c1)[C@H]1[C@H](CO2)[C@H](c2ccccc2)[C@]2(C)C(=O)Nc3ccc(C)cc3C(=O)N12` gave TbREL1 primary 1.
O=C(c1ccco1)N1CCN(C(=O)C2CC(c3ccc(Cl)cc3)=NO2)CC1 (stereo not drawn) was read as TbREL1 primary 0.

The list goes on, overlapping the part above by 2 compounds.
`COc1ccc2c(c1)[C@H]1[C@H](CO2)[C@H](c2ccccc2)[C@]2(C)C(=O)Nc3ccc(C)cc3C(=O)N12` gave TbREL1 primary 1.
O=C(c1ccco1)N1CCN(C(=O)C2CC(c3ccc(Cl)cc3)=NO2)CC1 (stereo not drawn) was read as TbREL1 primary 0.
`Cc1ccc(C(=O)Nc2c(-c3ccc(Cl)cc3)[nH][nH]c2=O)cc1` gave TbREL1 primary -4.
`N#CC(C(=O)OC1CCCCC1)c1nc2ccccc2nc1N1CCOCC1` (stereo not drawn) gave TbREL1 primary 0.
Screening CCc1ccc(CN2CCC(n3nccc3NC(=O)c3cccc(F)c3)CC2)cc1 returned TbREL1 primary -3.
For CNC(=O)C(C)Sc1ccc(S(=O)(=O)N2CCOCC2)cn1 (stereo not drawn) the results were TbREL1 primary 2.
O=C(NCc1ccco1)c1cc(-c2cccc(Cl)c2)on1 was read as TbREL1 primary 8.
For Cc1ccc(C(=O)NC(=S)NCc2ccccc2)cc1Br the results were TbREL1 primary -4.
Screening O=C(Nc1nnc(CCN2CCCCC2)s1)C1CCCCC1 returned TbREL1 primary 3.
For CC(C)C(=O)Nc1nnc(CCN2CCOCC2)s1 the results were TbREL1 primary 0.
`O=C(OCc1cccc2ccccc12)C1CC(=O)N(c2ccccc2)C1` (stereo not drawn) gave TbREL1 primary 2.
Screening O=C1CCC[C@H]2C[C@H](NCc3ccccc3Cl)CC[C@]23CCCN13 returned TbREL1 primary -3.
`CCOC(=O)N(C)c1ccc(C(O)(C(F)(F)F)C(F)(F)F)cc1` gave TbREL1 primary -2.
For Cc1ccc2c(c1)c1c3n2CCN(C(=O)C2CC2)C3CCC1 (stereo not drawn) the results were TbREL1 primary 3.
CC(NC(=O)CNC(=O)OCc1ccccc1)C(=O)N1CC(O)CC1C(=O)OCc1ccccc1 (stereo not drawn) was read as TbREL1 primary 4.
For COc1cccc(CN2CCC(C(=O)Nc3ccc(Oc4cccnc4)cc3)CC2)c1 the results were TbREL1 primary -2.
`COC(=O)CCNC(=O)c1ccc2[nH]c(C)c(C)c2c1` gave TbREL1 primary -8.
`CC1=C[C@@H](C)[C@@H](c2ccccc2)OC1=O` gave TbREL1 primary -3.
For CCc1ccc(C(=O)c2oc3nc(C)cc(C)c3c2N)cc1 the results were TbREL1 primary -2.
`Cc1ccc(NC(=O)CN2C(=O)NC3(CCC(C)CC3)C2=O)c(Cl)c1` (stereo not drawn) gave TbREL1 primary -2.
Screening Cc1ccc(NC(=O)c2ccc(F)c(S(=O)(=O)N3CCOCC3)c2)cc1F returned TbREL1 primary 2.
`Cc1cc(F)ccc1NCc1cccnc1` gave TbREL1 primary 0.
For Cc1cc(C)c(NC(=O)CN2CCN(C)CC2)c(C)c1 the results were TbREL1 primary -2.
Screening O=c1c2cc3ccccc3n2cnn1Cc1ccccc1F returned TbREL1 primary 4.
Screening COCCC(=O)N1CCC(Oc2ccc(C(=O)N3CCCCC3COC)cc2)CC1 (stereo not drawn) returned TbREL1 primary -2.
`Cc1nc(C(=O)NC2CCOCC2)sc1C1(C)CC(c2ccccc2)=NO1` (stereo not drawn) gave TbREL1 primary -2.
COc1ncc(-c2ccc(N3C(c4ccsc4)=Cc4ccc(F)cc4C3CC(=O)c3ccco3)cc2)cn1 (stereo not drawn) was read as TbREL1 primary 3.
CCOc1cc(OCC)cc(C(=O)NCCCN2CCOCC2)c1 was read as TbREL1 primary 3.
For Cc1cc([N+](=O)[O-])ccc1NC1CCCC1 the results were TbREL1 primary 4.
Screening COc1ccc(/C=C/C(=O)Nc2cc(S(=O)(=O)N3CCOCC3)ccc2C)cc1OC returned TbREL1 primary -1.
O=C(c1ccncc1F)N1CCC(n2nnc3ncccc32)CC1 was read as TbREL1 primary 2.
For O=C(CN1C(=O)c2ccccc2S1(=O)=O)c1ccccc1Cl the results were TbREL1 primary -1.
`Cc1cc(C(=O)CCC(=O)N2CCN(S(=O)(=O)c3cccs3)CC2)c(C)s1` gave TbREL1 primary -3.
`COC(=O)C1CN(CCc2ccccc2)CCS(=O)(=O)N1Cc1cccc(Cl)c1` (stereo not drawn) gave TbREL1 primary 1.
For CN(CC(=O)Nc1ncn[nH]1)S(=O)(=O)c1ccc(Br)cc1 the results were TbREL1 primary 1.
`COC(=O)CSc1cc(C)nc(SC)n1` gave TbREL1 primary -2.
For COCCCNC(=O)C[C@@H]1C[C@@]2(C(=O)OC)CCCCC=C2N(Cc2ccco2)C1=O the results were TbREL1 primary -2.
For Cc1ccc(OCCC(=O)OCC(=O)N2CCN(S(=O)(=O)c3ccc(Cl)cc3)CC2)cc1 the results were TbREL1 primary 1.
Screening CC(C)(C)c1cccc(Cn2nnc3ccccc32)c1O returned TbREL1 primary 1.
Screening COc1cc(CCC(=O)OCC(=O)NCc2ccccc2)cc(OC)c1OC returned TbREL1 primary 0.
Cc1ccc2c(c1)cc(CN(Cc1cccnc1)C(=O)NCc1ccccc1)c1nnnn12 was read as TbREL1 primary -1.
O=C1CCC/C(=N\NC(=O)COc2ccc(Cl)cc2)C1 was read as TbREL1 primary 4.
For CN(C)NC(=S)NC1CC2CCC1C2 (stereo not drawn) the results were TbREL1 primary -5.
Screening CC(OC(=O)Cc1n[nH]c(=O)c2ccccc12)C(=O)Nc1ccc(F)cc1 (stereo not drawn) returned TbREL1 primary 0.
For CCOc1cc(NC(=S)NCCCN2CCOCC2)c(OCC)cc1NC(=O)CC(C)C the results were TbREL1 primary -6.
`Cc1ccnc(NC(=O)CSc2cc(=O)n(C)c3ccccc23)c1` gave TbREL1 primary 1.
Screening CCOc1ccccc1NC(=O)Nc1c(C)n(-c2ccccc2)c(=O)n1C returned TbREL1 primary 1.
Screening CC(C)c1ccc(-c2nn(-c3ccccc3)cc2C2C(C#N)=C(N)OC3=C2C(=O)CC(C)(C)C3)cc1 (stereo not drawn) returned TbREL1 primary 0.
For O=c1c2ccccc2nc2n1C(CSCc1ccc(Cl)cc1Cl)CS2 (stereo not drawn) the results were TbREL1 primary -2.
`CC(Sc1ccc2nnc(-c3ccc(F)cc3)n2n1)C(=O)O` (stereo not drawn) gave TbREL1 primary 6.
`COc1ccc(-c2nn(-c3ccccc3C)cc2CNCCc2cnc[nH]2)cc1F` gave TbREL1 primary -2.
Screening Nc1nnc(SCc2nc3scc(-c4ccccc4)c3c(=O)[nH]2)s1 returned TbREL1 primary 2.
Screening O=C(C1CCCCC1)N1C[C@@H](n2cc(-c3ccc(F)cc3)nn2)[C@H](O)C[C@@H]1c1ccccc1 returned TbREL1 primary 1.
Cc1ccc(NCc2nnc(SCC(=O)N3CCc4ccccc43)n2C)cc1 was read as TbREL1 primary -7.
O=C(CN1C(=O)c2cccc([N+](=O)[O-])c2C1=O)N1CCc2ccccc2C1 was read as TbREL1 primary -2.
For CCOC(=O)c1c(NC(=O)COC(=O)CCOc2cc(C)ccc2C)sc(C(=O)N(C)C)c1C the results were TbREL1 primary 2.
Screening CC(=O)Nc1ccc(S(=O)(=O)N(C)CC(=O)NCCC2=CCCCC2)cc1 returned TbREL1 primary 1.
Cc1cccc(NS(=O)(=O)c2c(C)n[nH]c2C)c1 was read as TbREL1 primary 2.
CCOC(=O)c1cc(-c2cccc(O)c2)oc1C was read as TbREL1 primary -2.
For S=C(NC1CCCCC1)N1CCc2ccccc2C1 the results were TbREL1 primary 5.
`O=C(CN1CCN(C(=O)c2cncn2-c2ccccc2)CC1)Nc1ccccc1Cl` gave TbREL1 primary -1.

Filtered by structure: the compounds so far with an aryl methoxy group.
For COc1ccccc1CN(C)CC(=O)Nc1ccc(Cl)cc1F the results were TbREL1 primary 1.
COc1ccc(NC(=O)C2(C)CCN2C)cc1OC (stereo not drawn) was read as TbREL1 primary 2.
Screening C=CCN(CC=C)CC(O)CN(c1cc([N+](=O)[O-])ccc1OC)S(=O)(=O)c1ccccc1 (stereo not drawn) returned TbREL1 primary -4.
`COc1ccccc1C(=O)OCC(=O)Nc1ccccc1OC(F)F` gave TbREL1 primary -2.
`COc1ccc(S(=O)(=O)N2CCN(c3ccccc3OC)CC2)cc1C(=O)N1CCCCC1` gave TbREL1 primary -3.
`COc1ccc2c(c1)[C@H]1[C@H](CO2)[C@H](c2ccccc2)[C@]2(C)C(=O)Nc3ccc(C)cc3C(=O)N12` gave TbREL1 primary 1.
For COc1cccc(CN2CCC(C(=O)Nc3ccc(Oc4cccnc4)cc3)CC2)c1 the results were TbREL1 primary -2.
COc1ncc(-c2ccc(N3C(c4ccsc4)=Cc4ccc(F)cc4C3CC(=O)c3ccco3)cc2)cn1 (stereo not drawn) was read as TbREL1 primary 3.
Screening COc1ccc(/C=C/C(=O)Nc2cc(S(=O)(=O)N3CCOCC3)ccc2C)cc1OC returned TbREL1 primary -1.
Screening COc1cc(CCC(=O)OCC(=O)NCc2ccccc2)cc(OC)c1OC returned TbREL1 primary 0.
`COc1ccc(-c2nn(-c3ccccc3C)cc2CNCCc2cnc[nH]2)cc1F` gave TbREL1 primary -2.

Assay outcomes as filed in PubChem.
